Source: PubChem (several laboratories)
ARFGAP1 inh = inhibitors of rat ARFGAP1 GAP activity, primary screen, biochemical, fluorescence polarization, GDP tracer | Arfgap1-stimulated ARF1 GTP hydrolysis, GDP FP detection | inhibition, % at 16.5 µM | actives 0.26% (n = 360,000);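 active means inhibition above a per-plate limit, mean inhibition of low control wells plus 3 SD, cut at about 25% in these data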;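 further: 0% = DMSO wells with enzyme and 100% = wells lacking Arfgap1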
Target sequence (Q62848 1-136 limits assumed): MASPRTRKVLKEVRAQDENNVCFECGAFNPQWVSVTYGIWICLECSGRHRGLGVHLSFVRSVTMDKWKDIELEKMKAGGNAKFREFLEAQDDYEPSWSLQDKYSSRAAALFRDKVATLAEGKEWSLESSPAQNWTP
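System: truncated rat Arfgap1 GAP domain / Medium: HEPES-based buffer, pH 7.5 / Also added: N-terminally truncated human ARF1-GTP substrate / Incubation: enzyme reaction 120 min at 25 °C after 20 min preincubation / Measured by: FP of antibody-bound GDP Alexa 633 tracer, ex 620/em 688 nm / Replicates: singlicate, each compound tested once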
PLC-gamma1 inh = PLC-gamma1 enzyme inhibitors, primary screen, biochemical, fluorescence, purified enzyme. inhibition, % at 12.2 µM. 1-phosphatidylinositol 4,5-bisphosphate phosphodiesterase gamma-1 (Homo sapiens), P19174. fluorogenic substrate. actives 0.84% (n = 370,000); in the data active means inhibition above about 9.5%
NR1D1 modulator = modulators of Rev-erb alpha DNA binding, primary screen, biochemical, FITC-DNA, fluorescence polarization, uHTS. activity, % at 10 µM. actives 0.79% (n = 370,000). Rev-erbα–FITC-DNA binding, 90 min. Nuclear receptor subfamily 1 group D member 1 (Homo sapiens), P20393;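 active means activity above about 14%, limit read from the data; passing the limit was not always enough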;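 further: 0% = DMSO wells with 35 nM protein and 100% = DMSO wells with 750 nM protein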
sPLA2-III inh = human group III sPLA2 inhibitors, primary screen, biochemical, QFRET, BODIPY PC-A2 liposome substrate. Group 3 secretory phospholipase A2 (Homo sapiens), Q9NZ20. QFRET BODIPY PC-A2 liposome hydrolysis, fluorescence. inhibition, % at 12.2 µM. actives 0.56% (n = 370,000);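 active means inhibition above mean plus 3 SD of compounds lying within the high and low control bounds, cut at about 19% in these data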;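 further: 0% = median of test compound wells and 100% = no enzyme DMSO wells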
Target sequence (Q9NZ20 whole entry, looked up): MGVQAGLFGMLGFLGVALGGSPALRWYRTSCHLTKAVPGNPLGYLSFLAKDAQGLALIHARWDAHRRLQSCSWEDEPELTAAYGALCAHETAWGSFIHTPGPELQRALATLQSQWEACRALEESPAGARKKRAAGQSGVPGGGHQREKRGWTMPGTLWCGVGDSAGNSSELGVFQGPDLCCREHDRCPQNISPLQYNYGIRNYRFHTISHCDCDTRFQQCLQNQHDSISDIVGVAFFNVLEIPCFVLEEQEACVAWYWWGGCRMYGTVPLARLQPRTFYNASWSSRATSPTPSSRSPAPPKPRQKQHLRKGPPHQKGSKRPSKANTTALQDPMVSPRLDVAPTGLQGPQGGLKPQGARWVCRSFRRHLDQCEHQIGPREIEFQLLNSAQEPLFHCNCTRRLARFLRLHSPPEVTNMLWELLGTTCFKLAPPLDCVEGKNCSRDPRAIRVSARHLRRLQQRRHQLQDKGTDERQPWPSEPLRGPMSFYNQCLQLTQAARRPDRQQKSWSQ
UHRF1 binding = UHRF1 methylated DNA binding inhibitors, primary screen, counter-screen for MBD2 inhibitor project, biochemical, TR-FRET, human UHRF1, single concentration. inhibition, % at 4.4 µM. UHRF1 binding to methylated oligo. actives 0.75% (n = 370,000). E3 ubiquitin-protein ligase UHRF1 (Homo sapiens), Q96T88. AID 687016, 2013; in the data active means inhibition above about 21%;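 further: UHRF1 SRA domain binding a hemimethylated CpG hairpin DNA probe; 0% = median of test compound wells and 100% = reference inhibitor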
Tn7 DDE FP = inhibitors of Tn7 peptide binding to fibrin DD(E), primary screen, biochemical, fluorescence polarization, human fibrin, Tn7 probe; inhibition, % at 8.3 µM; Fibrinogen beta chain (Homo sapiens), P02675; actives 0.13% (n = 370,000); AID 720508, 2013; FP displacement of FITC-Tn7 peptide from fibrin DD(E); 0% = median of compound wells per plate;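 active means inhibition above the mean of compounds falling within the control limits plus 3 SD of them, cut at about 14% in these data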;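 further: 0% = plate median of compound wells and 100% = 10 µM Aha-Tn7 peptide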
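assay system = human clot-derived fibrin DD(E) complex | quantity = Fibrin-DD(E) at 2 µM final | timing = 10 min preincubation, 3 h with tracer, room temperature | signal = fluorescence polarization | measure = percent inhibition | benchmarks = high control wells with 10 µM unlabelled Aha-Tn7 peptide (full inhibition) | replicates = singlicate testing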
ASAP1 GAP inh = inhibitors of human ASAP1 ArfGAP activity, primary screen, biochemical, fluorescence polarization; Arf-GAP with SH3 domain, ANK repeat and PH domain-containing protein 1 (Homo sapiens), …; ASAP1-stimulated ARF1 GTP hydrolysis, GDP FP detection; inhibition, % at 16.5 µM; actives 0.19% (n = 360,000); in the data active means inhibition above about 25%;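 further: 0% = vehicle with enzyme and substrate and 100% = no enzyme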
Tn6 DDE FP = inhibitors of Tn6 peptide binding to fibrin DD(E), primary screen, biochemical, fluorescence polarization, human fibrin, Tn6 probe; Fibrinogen beta chain (Homo sapiens), P02675; Fibrin DD(E) TRITC-Tn6 fluorescence polarization displacement; inhibition, % at 8.3 µM; actives 0.21% (n = 370,000);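 active means inhibition above a per-campaign cutoff: mean of compounds within control limits plus 3 SD, cut at about 15% in these data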;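 further: 0% = median of all compound wells on the plate and 100% = blocking peptide control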
PLCb3 inh = human PLC-beta3 inhibitors, primary screen, biochemical, fluorescence. inhibition, % at 12.2 µM. 1-phosphatidylinositol 4,5-bisphosphate phosphodiesterase beta-3 (Homo sapiens), Q01970. actives 0.18% (n = 370,000). Purified PLC-beta3, fluorogenic substrate; in the data active means inhibition above about 11%;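 further: 0% = median of compound wells on plate and 100% = full blocker control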
KLK7 zymogen act = proKLK7 zymogen activators, primary screen, biochemical, fluorescence intensity. actives 0.9% (n = 370,000). AID 652039, 2013. purified proKLK7, EDANS-DABCYL substrate fluorescence; 100% is mature enzyme control, 0% vehicle. activation, % at 7 µM. Kallikrein-7 (Homo sapiens), P49862;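 active means activation above the mean of all tested compounds plus 3 SD, computed per campaign excluding outliers beyond control limits, cut at about 13% in these data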
Target sequence (P49862 whole entry, looked up): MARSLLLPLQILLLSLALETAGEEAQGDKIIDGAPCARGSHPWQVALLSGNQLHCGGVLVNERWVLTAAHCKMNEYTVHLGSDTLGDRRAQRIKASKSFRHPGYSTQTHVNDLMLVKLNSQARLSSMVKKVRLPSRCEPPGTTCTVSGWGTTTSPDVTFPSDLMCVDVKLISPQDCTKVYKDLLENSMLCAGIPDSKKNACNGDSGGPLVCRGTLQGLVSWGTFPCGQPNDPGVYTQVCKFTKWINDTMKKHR
Active calls of the source: *; i = inactive; . = not tested or not shown. Rows were taken by chance; overall some 4.5% were active at least once.

SMILES	ARFGAP1 inh	PLC-gamma1 inh	NR1D1 modulator	sPLA2-III inh	UHRF1 binding	Tn7 DDE FP	ASAP1 GAP inh	Tn6 DDE FP	PLCb3 inh	KLK7 zymogen act
COCCCn1c(C)nnc1-c1cnn(-c2ccccc2)c1N	9	-2	0	-2	2	-4	8	5	-3	0.3
N#C/C(=C\c1cccnc1)c1ccc(Br)cc1	7	1	-5	2	0	-5	10	-6	-9	0.1
O=C(CCNC(=O)c1ccccc1Cl)Nc1ccc(Cl)c(C(F)(F)F)c1	-13	5	-8	-14	-6	1	-3	2	4	0.4
NC(=O)c1cccc(Nc2nc(C(N)COCc3ccccc3)cs2)n1 (stereo not given)	-3	7	6	9	-1	2	2	2	2	0.6
CCC(=O)NNc1cccc(Cl)n1	2	4	-1	14	3	0	10	-2	2	-0.1
CCN1CCN(c2ccc(S(=O)(=O)N3CCOCC3)cc2NC(=O)c2ccccc2OC(F)F)CC1	6	2	8	5	-2	6	-4	-1	-10	-0.4
CC1(C)CC(=O)c2cc(C(=O)Nn3cnnc3)c(=O)n(-c3ccccc3)c2C1	9	-5	-8	-1	0	-3	-7	0	-12	0.8
CC(=O)Nc1ccc(SCC(=O)N(C)CC(=O)Nc2ccccc2Cl)cc1	-5	0	3	1	-3	-6	-10	3	-3	-0.2
CCCn1c(C(O)c2cccc(OC)c2)nc2ccccc21 (stereo not given)	2	5	2	3	0	-1	-1	5	-4	-0.4
CC(=O)c1ccccc1NC(=O)CCN1C(=O)C2CCCCC2C1=O (stereo not given)	-2	-3	-6	11	-1	2	2	-9	-3	0.3
CC(C)(C)NC(=O)NC(=O)COC(=O)C1=COCCO1	5	5	-1	8	0	-6	12	7	5	0.2
Cc1ccc(S(=O)(=O)N2CCC[C@H]2C(=O)OCC(=O)N2CCc3ccccc32)cc1	2	3	9	6	3	-4	4	3	-6	-0.2
CN1CCN(C(=O)c2ccccc2[N+](=O)[O-])CC1	-21	-1	-2	3	0	4	-7	5	-3	1.0
COc1ccc(C)cc1-n1[nH]nnc1=S	-4	4	5	1	0	4	3	-4	5	0.1
CCOC(=O)c1ccc(N2C(=O)CC(Nc3ccc(O)cc3)C2=O)cc1 (stereo not given)	-11	-11	0	-8	5	2	0	14	-27	2.0
O=C(O)CCC(NS(=O)(=O)c1ccc(N2CCCC2=O)cc1)C(=O)O (stereo not given)	11	0	3	1	8	5	-10	6	2	-0.3
O=C(OCC(=O)N1CCN(c2ccccc2)CC1)c1ccccn1	13	4	.	8	7	4	6	7	1	0.5
COc1cc(S(=O)(=O)N2CCn3cccc3C2C)ccc1NC(C)=O (stereo not given)	9	-9	1	6	2	6	-11	7	-22	0.0
Nc1c(-c2ccccc2)c(CSc2nc3ccccc3[nH]2)nn1-c1cccc(C(=O)O)c1	8	3	-6	-5	2	-2	-1	2	-1	0.0
N[C@@H](Cc1cc(I)c(O)c(I)c1)C(=O)O	-5	-7	-5	3	9	-23	-9	-15	-22	-0.6
Nc1ncnc2nc(SCC(=O)N3CCN(c4ccccc4)CC3)[nH]c12	-1	2	4	2	4	2	-5	-2	0	0.1
COc1ccc(NC(=O)C2CCN(S(=O)(=O)c3ccc(C)cc3)CC2)cc1OC	8	2	5	0	1	-2	3	-6	4	0.0
O=C1C2C3C=CC(C4CC34)C2C(=O)N1/N=C/c1cccs1 (stereo not given)	6	3	1	4	0	-10	3	-3	0	-0.4
Cc1cc(C)cc(N(CCC#N)C(=O)COC(=O)CCc2c[nH]c3ccccc23)c1	1	-4	-1	-90	6	-2	10	-3	-2	1.2
Cc1cccc(-c2noc(-c3ccccc3C(=O)NCc3ccco3)n2)c1	3	-2	2	-8	-1	6	-10	-1	-6	0.5

The last 3 entries of the part above open the next one.
SMILES	ARFGAP1 inh	PLC-gamma1 inh	NR1D1 modulator	sPLA2-III inh	UHRF1 binding	Tn7 DDE FP	ASAP1 GAP inh	Tn6 DDE FP	PLCb3 inh	KLK7 zymogen act
O=C1C2C3C=CC(C4CC34)C2C(=O)N1/N=C/c1cccs1 (stereo not given)	6	3	1	4	0	-10	3	-3	0	-0.4
Cc1cc(C)cc(N(CCC#N)C(=O)COC(=O)CCc2c[nH]c3ccccc23)c1	1	-4	-1	-90	6	-2	10	-3	-2	1.2
Cc1cccc(-c2noc(-c3ccccc3C(=O)NCc3ccco3)n2)c1	3	-2	2	-8	-1	6	-10	-1	-6	0.5
CCN(CC)CCn1c(=N)n(CCOc2ccccc2)c2ccccc21	-1	2	-2	7	0	-5	4	2	-2	-0.1
Cc1c(C(=O)O)cccc1-c1ccc(C=O)o1	14	11*	3	6	12	-4	2	7	9	0.0
O=C1CCc2cc(S(=O)(=O)N3CCN(C(=O)c4ccco4)CC3)ccc2N1	9	-2	0	3	0	-3	5	3	-3	0.7
Clc1ccc(-c2nc(N3CCCCC3)nc3ccccc23)cc1	5	-11	-3	2	-2	-1	6	1	-10	0.0
CCn1nc(NC(=O)COC)c2cc3cc(C)ccc3nc21	4	-173	3	4	1	-5	1	-5	-220	2.3
CCCCn1c(O)c(N=Nc2ccccc2O)c2ccccc21	-3	-15	-4	0	0	4	5	6	-22	-0.5
CCOC(=O)Cn1c(=O)oc2cc(S(=O)(=O)N3CCN(C(=O)OCC)CC3)ccc21	-9	-1	6	5	0	1	-1	-7	-7	0.0
COc1ccc(C2CC(c3ccccc3)=NN2C(=O)COC(=O)C2CC2)cc1 (stereo not given)	7	5	2	-20	-1	2	0	-2	3	-0.6
CCCNC(=O)C(Cc1ccc(Cl)cc1)NC(=O)c1ccc(-c2ccccc2)cc1 (stereo not given)	2	2	-2	6	3	2	6	2	0	0.5
Brc1ccc(-c2cn3nc4c(nc3n2)CCCC4)cc1	13	-178	1	0	-9	0	10	1	-252	-2.3
CCOC(=O)CSc1nnc(-c2ccncc2)o1	-13	2	3	3	-3	-6	12	-3	-2	-0.5
CN(C)c1ccc(/C=N/NC(=O)c2ccc3nc[nH]c3c2)cc1	6	-77	-2	-3	-4	-3	3	3	-107	1.7
C=CCN(CC(O)c1cccc([N+](=O)[O-])c1)C(C)CCc1ccccc1 (stereo not given)	-6	0	-4	-4	11	3	-13	3	-6	-0.3
Cc1ccc(OCC(=O)NC(=S)Nc2ccc(Br)c(C)n2)cc1	2	-1	8	9	5	4	8	9	-1	-0.1
Cc1ccc(NC(=O)C2CCN(C(=O)c3ccccc3C)CC2)nc1	4	-3	1	-1	0	0	0	-2	-1	0.9
O=C(O)c1cccc(Sc2cc(Cl)ccc2C(=O)O)c1	3	-4	-6	4	20	9	-5	1	-3	0.2
CCOc1nc(-c2ccccc2)ccc1-c1noc(-c2ccncc2)n1	3	0	29*	8	3	0	8	2	0	-0.1
CCC1(C)Cc2ccccc2-c2c1c(=O)n(Cc1ccccc1)c1nnnn21 (stereo not given)	2	-4	12	9	7	10	-1	2	-8	-0.3
COc1cccc(NC(=O)CSc2nnc(Cn3nnc4ccccc43)n2C)c1	4	3	3	1	0	-2	-3	-7	1	-0.2
c1ccc2c(c1)OCc1cn[nH]c1-2	-3	0	1	0	0	-2	-13	0	-7	0.3
COc1ccccc1OCCOCCOc1ccccc1Cl	10	0	-2	2	3	1	5	-5	-2	0.1
Cc1ccc(NC(=O)C2CC(=O)N/C(=N/N=C/c3ccco3)S2)cc1 (stereo not given)	-11	-13	8	-3	-2	-5	6	7	-9	-0.1
COC(=O)[C@@H]1C[C@@H]2CC[C@@H](O)C[C@@H]2N1Cc1ccc(C(F)(F)F)cc1	1	-5	3	4	-4	6	-6	0	-9	0.3
NC(C(=O)O)C1ON=C(Cl)C1O (stereo not given)	-8	-4	-10	-2	-4	6	-12	7	0	1.0
CCCc1nnc(SCC(=O)Nc2ccccc2Cl)n1CC1CCCO1 (stereo not given)	-8	3	-1	5	1	-3	2	5	0	0.7

(cont.)
SMILES	ARFGAP1 inh	PLC-gamma1 inh	NR1D1 modulator	sPLA2-III inh	UHRF1 binding	Tn7 DDE FP	ASAP1 GAP inh	Tn6 DDE FP	PLCb3 inh	KLK7 zymogen act
C=CCNC(=O)/C(C#N)=C/c1ccc(C(=O)O)cc1	-9	2	0	5	5	3	-4	-5	-9	0.2
COc1ccc(C2CC(=O)C(c3ccc(F)cc3)=CN2Cc2ccccc2)cc1 (stereo not given)	-9	-27	1	2	2	-7	-4	-4	-39	0.0
c1ccn2c(SCc3cn4ccsc4n3)nnc2c1	2	-3	-3	7	5	-1	0	4	-2	-0.2
O=C(/C=C/c1c(Cl)cccc1Cl)NCCCn1ccnc1	0	0	-3	-4	-3	1	2	2	-3	0.2
COc1ccc(S(=O)(=O)N(CC(=O)NN=C2CCN(C)CC2)c2ccc(C)cc2)cc1OC	-1	2	1	2	-1	1	0	-6	-4	0.3
Cc1ccc(S(=O)(=O)N(C)C)cc1NC(=O)COC(=O)/C=C/c1cnc2ccccc2n1	4	0	-3	2	2	-1	-5	-5	0	0.1
S=C(NCc1ccco1)N1CCN(Cc2ccco2)CC1	4	-1	1	3	-3	3	-6	4	-2	0.2
CCCCCCCCN1C(=O)[C@H](CC(=O)N2CCN(C(=O)C3CC3)CC2)C[C@@]2(C(=O)OC)CC(C)(C)CC=C12	5	4	3	-6	0	1	0	-6	1	0.4
C=CCn1c2ccccc2c(=O)c2cc(C#Cc3ccccn3)ccc21	-1	i	-1	-12	-7	-1	6	1	i	-99
C[C@@H]1CCN(C2CC2)S(=O)(=O)c2c(cccc2N2CCC[C@H]2C)O1	.	-6	2	10	4	1	.	-3	-11	0.0
COc1ccc(N(C(=O)c2ccncc2)S(=O)(=O)c2cccs2)cc1	6	1	5	10	2	4	12	2	-7	-0.7
CCCNC(=S)Nc1ccc(CC(=O)OC)cc1	-8	4	-5	24*	2	8	-9	2	1	-0.5
CCn1c(SC)nnc1-c1nn(-c2ccccc2)ccc1=O	10	-2	-5	4	2	-5	2	-8	-2	0.2
